TRPN1 ag: agonists of zebrafish TRPN1 channel; HEK293 zebrafish TRPN1-YFP, Fluo-8 calcium fluorescence; 100% = response to 87 µM carbachol; AID 1424; 220,000 tested, 0.18% active; activation, % at 3 µM;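 active means activation above its plate's cutoff, the mean activation of test wells on that plate plus 3 SD, cut at about 19% in these data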;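 further: 0% = DMSO alone and 100% = 87 µM carbachol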
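Assay system: Zebrafish TRPN1-YFP in HEK293 cells | Incubation: Dye loading 1 h at 37 °C, then 30 min room temperature | Measured by: Kinetic Fluo-8 fluorescence, ex 470-495, em 515-575 nm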
S1P4 ag: agonists of human S1P4 receptor; S1P4-expressing cell line, agonist reporter assay; activation, % at 4.98 µM; O95977; 220,000 tested, 0.35% active; in the data active means activation above about 11%;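 further: 0% = DMSO vehicle and 100% = reference agonist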
Target sequence (O95977 whole entry, looked up): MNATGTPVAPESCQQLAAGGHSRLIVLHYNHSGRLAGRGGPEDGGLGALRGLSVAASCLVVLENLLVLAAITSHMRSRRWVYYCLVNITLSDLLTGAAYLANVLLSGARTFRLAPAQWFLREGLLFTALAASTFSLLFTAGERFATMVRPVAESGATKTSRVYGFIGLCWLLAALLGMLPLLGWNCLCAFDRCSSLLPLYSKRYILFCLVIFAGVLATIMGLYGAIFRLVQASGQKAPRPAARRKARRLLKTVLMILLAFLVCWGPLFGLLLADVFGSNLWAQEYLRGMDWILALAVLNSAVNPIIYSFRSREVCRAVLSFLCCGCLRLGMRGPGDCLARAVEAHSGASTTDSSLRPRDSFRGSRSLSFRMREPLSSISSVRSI
PERK inh: blocks human PERK kinase | 220,000 tested, 0.17% active | CHO PERK-DD fusion, SEAP luminescence translation reporter | inhibition, % at 5.6 µM;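 active means inhibition above the mean inhibition of all tested compounds plus 3 SD, set separately per screening campaign, cut at about 2.9% in these data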;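 further: PERK kinase domain activated by AP20187 dimerizer at 100 nM; 0% = DMSO with dimerizer and 100% = rapamycin at 8.4 µM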
BaF3 parental: parental Ba/F3 viability inhibition as JAK2V617F counter-screen | CellTiter-Glo ATP luminescence | inhibition, % at 5.6 µM | 220,000 tested, 1.1% active | AID 1486;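 active means inhibition above a per-campaign cutoff, the mean inhibition of all tested compounds plus 3 SD, cut at about 27% in these data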;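 further: 0% = DMSO wells and 100% = JAK Inhibitor I control wells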
S1P4 antag: human S1P4 receptor antagonism; O95977; inhibition, % at 4.98 µM; S1P4-expressing cells, antagonist mode, reporter read-out; AID 1510; 220,000 tested, 0.26% active; in the data active means inhibition above about 29%;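 further: 0% = wells stimulated with agonist and 100% = vehicle wells without agonist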
TRPML3 agonist: human mucolipin-3 channel agonism | activation, % at 3 µM | Q8TDD5 | AID 1448 | HEK293 TRPML3-YFP, Fluo-8 calcium fluorescence; 100% = the carbachol control signal | 220,000 tested, 0.29% active;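 active means activation above its plate's cutoff, the mean activation of the plate's test wells plus 3 SD, cut at about 12% in these data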;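 further: 0% = DMSO only wells and 100% = carbachol wells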
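Test system – HEK293 line with stable expression of human TRPML3-YFP channel · Control set – carbachol 87 µM final as high control (100%), DMSO as low control (0%) · Signal – Fluo-8 calcium dye fluorescence, ex 470-495, em 515-575 nm · Incubation – 1-h 37 °C dye load, 5-s basal, 120-s post-compound reads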
Ba/F3 V617F tox: loss of viability in JAK2V617F-driven Ba/F3 cells; Ba/F3 EpoR-JAK2V617F viability, ATP luminescence; inhibition, % at 5.6 µM; 220,000 tested, 1.1% active; AID 1446;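 active means inhibition above the campaign mean plus 3 SD over all tested compounds, cut at about 24% in these data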;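 further: cytokine-independent growth of Ba/F3 cells driven by EpoR plus mutant JAK2; 0% = DMSO-treated cells and 100% = JAK inhibitor I control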
m-calpain inh: blocks pig calpain II enzyme activity; purified calpain II, fluorogenic peptide substrate, 30 min; inhibition, % at 16 µM; 220,000 tested, 0.37% active;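 active means inhibition above about 50%, limit read from the data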
EP2 mod: EP2 receptor (human) modulation; EP2-expressing cells, cAMP HTRF FRET, PGE2 co-stimulation; induction, % at 25 µM; 260,000 tested, 0.83% active;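 active means compounds whose cAMP rise, as percent of the full-agonist control response, exceeds 60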;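 further: rat C6 glioma line stably carrying human EP2 under a CMV promoter; the protocol text gives 20 µM as final concentration; 100% = response of wells given 1 µM PGE2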
Target sequence (P43116 whole entry, looked up): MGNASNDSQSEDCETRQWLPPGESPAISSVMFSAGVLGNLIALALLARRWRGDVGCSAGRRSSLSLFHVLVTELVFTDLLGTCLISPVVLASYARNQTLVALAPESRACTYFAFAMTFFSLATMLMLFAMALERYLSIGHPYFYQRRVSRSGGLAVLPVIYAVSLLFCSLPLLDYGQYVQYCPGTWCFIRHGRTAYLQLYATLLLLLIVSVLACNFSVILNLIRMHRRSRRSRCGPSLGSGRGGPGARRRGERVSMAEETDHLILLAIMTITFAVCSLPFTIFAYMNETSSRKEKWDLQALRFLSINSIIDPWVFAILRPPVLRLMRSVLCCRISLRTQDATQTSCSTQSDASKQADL
* marks the source's active call; other numbers are inactive results; . = no result given.

SMILES,TRPN1 ag,S1P4 ag,PERK inh,BaF3 parental,S1P4 antag,TRPML3 agonist,Ba/F3 V617F tox,m-calpain inh,EP2 mod
COC(=O)C1=C(N)Oc2cc(C)n(CCc3ccccc3)c(=O)c2C1c1cccnc1 (centres undefined),-1.9,2.2,-1.1,3,-2,-0.2,-5,-41,15
COC(=O)c1ccccc1OCCCCN1CC(C)OC(C)C1 (centres undefined),0.5,1.7,-0.2,7,-2,0.5,2,19,25
CCCc1c(C(=O)Nc2ccc(OC)cc2)cnn1-c1ccccc1,-1.1,1.6,-0.8,-2,-2,-0.5,-2,11,-24
CCN(CC)CCn1c(=S)[nH]c2ccc(Br)cc2c1=O,0.1,2.1,0.8,9,-19,-0.1,4,13,-15
Cc1cc(C)n(-c2ccc(C(=O)NC3=NCCS3)cc2)n1,0.1,0.3,0.2,3,-12,-0.1,-3,-35,-9
N#CCSc1nnc(C2CCCCC2)n1Cc1ccccc1,1.1,-1.2,0.6,3,3,0.6,2,-28,8
CCN(C(=O)c1ccc2c(Cl)c3c(nc2c1)CCC3)c1ccc(C)c(C)c1,-1.1,1.8,-0.7,8,4,-0.1,0,17,57
CC(C)C(=O)N(c1cc2sc(=O)oc2c2ccccc12)S(=O)(=O)c1cccs1,-2.0,1.8,0.5,5,19,-1.2,0,-91,52
CCC(=O)N1CCN(c2nc(-c3ccccc3)c3c(c2C#N)CCCC3)CC1,-1.8,0.3,-3.0,7,-4,0.0,3,-62,81*
CCN(Cc1cnn(C)c1)C(=O)c1cc(COc2ccc(F)cc2F)on1,2.5,-1.1,1.8,-6,-27,0.3,-5,15,0
CC(=O)NCCNc1ccc([N+](=O)[O-])cn1,2.1,1.7,0.7,8,-7,0.6,0,17,16
Cc1cc(NC(=O)c2ccc(S(=O)(=O)N(C)CC3CCCO3)cc2)no1 (centres undefined),0.8,0.8,0.7,8,-6,1.0,-1,-59,21
O=C1CCC(=O)N1c1ccc(NCCc2ccccc2F)c([N+](=O)[O-])c1,1.6,0.0,-0.6,1,-2,-0.5,2,5,-86
O=S(=O)(Nc1cccc2nsnc12)c1ccccc1,-0.3,0.8,1.9,5,9,0.9,1,-19,4
c1ccc2c(c1)OCCOCCOc1ccccc1OCCOCCO2,1.7,1.2,-1.2,2,-10,0.9,3,18,-16
CN1CCC(OC(=O)c2ccco2)CC1,1.3,0.7,0.3,8,-2,0.9,4,16,12
COC(=O)c1ccc(COn2c(=O)c(C)[n+]([O-])c3ccccc32)cc1,0.1,0.1,0.6,2,-15,0.2,1,-24,-12
O=C(CCc1ccc(S(=O)(=O)NCCc2ccccc2)cc1)NCc1ccc2c(c1)OCO2,-1.2,1.8,-2.4,3,-5,1.3,2,9,-19
COc1ccc(-c2nnn(CC(=O)N(CC(=O)NCCC(C)C)Cc3cccs3)n2)cc1OC,1.0,0.9,-0.4,7,-4,-0.5,0,-23,-18
Cn1c(=O)c2c(SCC(=O)NCc3ccco3)nc(CC(C)(C)C)nc2n(C)c1=O,-0.1,0.0,-0.2,9,-8,-1.3,-2,10,0
C/C(=N\Nc1ccccn1)c1cccs1,1.5,-1.1,0.0,0,-14,0.3,5,17,-23
O=C(NNS(=O)(=O)c1ccc(F)cc1)C1CC(c2cccnc2)=NO1 (centres undefined),0.9,-2.0,1.5,4,-4,0.7,1,5,14
COc1ccc(NC(=O)C23CC4CC(C2)CC(n2cnc(Br)n2)(C4)C3)c(C)c1,1.7,-1.3,-1.2,4,-1,0.7,5,0,18
O=C1CC(c2ccco2)c2ccc3ccccc3c2N1 (centres undefined),-2.1,0.5,0.3,2,-25,0.3,-3,-12,39
CCOC(=O)N1CCc2c(sc(NC(C)=O)c2C(N)=O)C1,0.2,-1.6,0.5,7,-9,0.3,-1,.,.
O=S(=O)(Nc1cc(Sc2cccc3cccnc23)c(O)c2ccccc12)c1ccccc1,-0.4,0.7,0.4,3,18,0.0,-1,-7,-65
CC(CCN(C)C)OC(=O)c1ccc(C(C)c2ccccc2)o1 (centres undefined),1.0,0.4,-0.7,5,-11,-0.4,-1,2,13
Cc1ccc(/C=N\NC(=O)Cn2nnc3ccccc32)o1,0.1,-0.2,1.0,2,0,0.3,-3,-16,20
CN(C)c1ccc(C(CNS(=O)(=O)c2ccc3ccccc3c2)c2c[nH]c3ccccc23)cc1 (centres undefined),-0.2,0.4,0.1,3,-11,0.3,-2,-32,19
COC(=O)CSc1nnc(CNC(=O)c2ccc(S(=O)(=O)N3CCCCC3)cc2)n1C,2.0,0.7,0.4,3,-12,0.8,-3,-40,19
Nc1nc(-c2ccc(Cl)cc2)nc(-c2ccc(Cl)cc2)n1,2.4,0.4,0.1,0,-8,0.7,-3,-10,11
O=C(O)CC(NCc1ccco1)C(=O)OCCc1ccccc1 (centres undefined),1.3,-0.3,1.2,3,-7,0.0,-1,-19,-6
Cc1cc(C)c(N2C(=NC(=O)CCCC(=O)O)SC3CS(=O)(=O)CC32)c(C)c1 (centres undefined),1.1,1.5,1.8,2,3,0.4,0,6,0
Cc1cc(C)cc(NC(=O)Nc2ccc(Cl)cn2)c1,0.3,0.9,2.0,8,-10,0.9,1,-25,3
COc1ccc(-c2nnc3n2-c2ccccc2SC3)cc1OC,1.5,-0.1,0.0,4,6,-0.3,2,0,17
Cc1ccc(-c2noc(CSc3nnnn3-c3ccccc3)n2)cc1,1.1,-1.2,1.6,0,-3,-0.3,-2,0,-16
Nn1c(Cc2cccc3ccccc23)nnc1SCCOc1ccc(F)cc1,0.2,0.4,-0.6,12,6,0.0,8,34,-74
O=C(NCC1CCCN(C(=O)NCc2ccccc2)C1)c1ccc2c(c1)OCO2 (centres undefined),-0.7,1.4,-0.1,10,-22,-0.7,3,43,-54
COc1ccc(-c2ccc(SCC(=O)N3CCN(c4ccccc4)CC3)nn2)cc1,1.7,5.0,2.2,6,0,1.2,0,-14,-13
CC(C)(C)C(=O)C[n+]1ccc(C(N)=O)cc1,0.4,-0.2,0.8,-2,-14,0.8,-4,-2,13
CCOc1cc(/C=C2/NC(=O)NC2=O)cc([N+](=O)[O-])c1O,0.0,0.1,0.0,4,0,1.0,1,6,24
CCOC(=O)c1csc(NC(=O)Nc2cccc(OC)c2)n1,2.5,4.7,0.5,6,-6,1.7,-2,15,-11
CCc1ccc(-c2nc(CN3CCC(C(=O)NCc4ccccc4OC)CC3)c(C)o2)cc1,2.4,-3.5,-0.6,8,6,1.6,-3,-44,-26
Cc1ccc(-c2nnn(CC(=O)N(CCO)C(C(=O)NC(C)(C)C)c3ccncc3)n2)cc1 (centres undefined),1.7,0.7,2.1,1,-11,0.1,-1,-21,32
Cc1cc(Oc2ccc(Br)cc2)nc(SCC(=O)c2ccccc2)n1,0.6,1.7,-0.7,1,-20,0.8,0,9,33
COc1ccc(-c2c3c(nc4sc5c(Cl)nc(C)nc5c24)CCC3)cc1,-0.3,1.2,0.0,4,-4,0.7,1,-53,9
CC(C)CN1C(=O)NC(NS(=O)(=O)c2ccc(N)cc2)(C(F)(F)F)C1=O (centres undefined),1.7,-2.0,0.8,-4,2,1.2,-4,-6,2
Cc1cccc(C)c1NC(=O)C(c1ccccc1)N1CCOCC1 (centres undefined),0.8,3.6,0.2,1,-4,0.9,-2,11,14
COc1ccc(Nc2nc3ccc(C)cn3c(=O)c2/C=N/O)cc1,0.0,0.3,0.8,1,-1,0.5,1,-20,-30
Cc1ccc(C)c(N2CCN(C(=O)c3csc(C)c3C)CC2)c1,-2.2,-0.1,-0.2,5,-12,-0.3,2,15,-79
CCn1c(C(C)NC(=O)c2cccs2)n[nH]c1=S (centres undefined),1.1,0.9,0.8,12,-16,0.5,4,17,3
COc1ccc(Cl)cc1-c1nc(SCC(=O)NC(C)C)n[nH]1,-0.4,0.7,0.6,3,9,0.4,-2,-2,0
Cc1sc(/N=C/c2ccccc2O)c(C#N)c1C,-0.2,-3.7,0.7,3,-3,0.5,-2,-32,-5
CN(C)c1ccc(/C=N/NC(=O)c2ccccn2)cc1,0.6,-0.4,1.0,5,-2,0.7,-1,6,-9
Cc1ccccc1C(=O)Nc1ccc(N2CCN(C)CC2)nc1,1.9,-0.3,-0.1,6,-8,0.8,1,-8,0
Cc1ccc(CNC(=O)CCCc2nc3ccccc3s2)cc1,-2.0,0.9,0.9,4,-5,-0.3,1,13,-25
CC1CN(CC(O)COC2CCC(C(C)(C)C)CC2)CC(C)O1 (centres undefined),1.9,0.8,0.8,10,-13,1.6,3,22,22
Oc1ccccc1N1CCN(c2ncnc3sc(-c4ccccc4)cc23)CC1,-1.0,-0.3,-0.2,0,-5,-1.3,0,5,-51
O=C(Cn1nc(Cc2cccnc2)c2ccccc2c1=O)NCC1COc2ccccc2O1 (centres undefined),0.1,-1.5,-0.2,7,-14,-0.5,1,-57,2
COc1ccccc1N1CCN(C(=O)CSc2nc(C)c(C)c(=O)[nH]2)CC1,0.0,-1.1,1.6,-4,-7,-0.2,-6,7,19

Some entries already given, reduced to S1P4 antag, Ba/F3 V617F tox and TRPML3 agonist:
SMILES,S1P4 antag,Ba/F3 V617F tox,TRPML3 agonist
COc1ccc(Nc2nc3ccc(C)cn3c(=O)c2/C=N/O)cc1,-1,1,0.5
Cc1ccc(C)c(N2CCN(C(=O)c3csc(C)c3C)CC2)c1,-12,2,-0.3
CCn1c(C(C)NC(=O)c2cccs2)n[nH]c1=S (centres undefined),-16,4,0.5

Additional compounds follow:
SMILES,TRPN1 ag,S1P4 ag,PERK inh,BaF3 parental,S1P4 antag,TRPML3 agonist,Ba/F3 V617F tox,m-calpain inh,EP2 mod
Cc1c(NN=C(C#N)C#N)c(=O)n(-c2ccccc2)n1C,-0.8,2.0,0.6,8,12,0.6,0,-10,13
COc1ccc(-c2[nH]nc3c2C(c2ccc(OC(=O)N4CCOCC4)cc2)C(C#N)=C(N)O3)cc1 (centres undefined),1.0,-0.6,1.3,3,-1,0.8,-1,-64,16
O=C1CC(NC23CC4CC(CC(C4)C2)C3)C(=O)N1c1ccc2c(c1)OCO2 (centres undefined),-0.7,0.9,-0.2,3,-16,0.1,4,-76,15
COc1ccc(CNC(=O)COC(=O)c2cc(-c3ccco3)nc3ccccc23)cc1,0.6,0.6,-0.1,5,-8,0.2,-1,-328,-10
O=C(Nc1nccs1)c1cccc(NC(=O)C(F)(F)F)c1,0.4,-0.4,1.2,5,5,0.0,-7,4,-26
COc1ccc(CNC(NC(=O)c2ccccc2)(C(F)(F)F)C(F)(F)F)cc1,0.4,-0.5,0.7,6,-7,0.9,4,21,-80
CCNC(=S)N/N=C1\C(=O)c2cccc3cccc1c23,-0.1,-1.3,0.0,4,5,0.9,2,-28,-4
COc1cc(CO)cc(Br)c1OCC(=O)Nc1cccc2ccccc12,1.0,2.6,-1.5,5,-7,0.1,1,-7,2
COc1ccc(CC(=O)Nc2cc(S(=O)(=O)N3CCCCC3)ccc2C)cc1OC,6.2,-0.1,1.5,11,-19,4.0,0,12,-23

Screening data from PubChem.
